Screening results deposited in PubChem BioAssay by National Center for Advancing Translational Sciences (NCATS).
Mm-Cpn inhibitor: Inhibitors of TCP-1 ring complex (TRiC) of Methanococcus maripaludis (MmCpn): qHTS. 330,000 tested, 0.031% active. purified Mm-Cpn ATPase, ADP Transcreener TR-FRET. Chaperonin Mm-Cpn (Methanococcus maripaludis). Potency, µM (top dose mostly 76.9 µM), without a hit: at the top dose activity, negative = inhibition, most hits filed as inhibitors; note: potency is the fitted concentration of half-maximal effect; % is set by controls: 0 for no effect and ±100 for the full control effect; nearly all actives have a fitted effect of over 80% in size
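Inhibition of chaperonin ATP hydrolysis is measured as reduced ADP production, detected by competitive TR-FRET in which signal falls with ADP. Final enzyme 25 nM and ATP 10 uM, reacted 30 min at 37°C.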
Nrf2 inh: Nrf2 qHTS screen for inhibitors | A549 ARE-Fluc reporter, luciferase luminescence, 18-24 h | Potency, µM (highest dose often 46 µM), without a hit: at the top dose activity change, negative = inhibition, most hits filed as inhibitors | 360,000 tested, 2.1% active; note: potency is the fitted concentration of half-maximal effect; % is set by controls: 0 for no effect and ±100 for the full control effect; nearly all actives have a fitted effect of over 60% in size
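Nrf2 function is reported as luminescence of an ARE-controlled luciferase in A549 cells. Compounds were tested at several concentrations, and a CellTiter-Fluor read on the same wells flagged cytotoxicity.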
CCT chaperon mod: High-Throughput Screening for Modulators of Cytosolic Chaperonin Activity; purified chaperonin ATPase assay, HTRF ADP detection, 30 min; AID 651819, 2012; activity change, % (test concentration not listed), hits read low; 360,000 tested, 0.3% active; in the data active = activity change below about -30%; note: % is set by controls: 0 for no effect and ±100 for the full control effect
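ATPase activity: ADP formed was measured by HTRF Transcreener (665/615 nm ratio) after 30 min at 37 deg C with 10 uM ATP. Compounds screened at one 76 uM concentration against 40 or 20 nM TRiC in Tris pH 7.4/KCl/MgCl2/DTT buffer.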
EPAC2 antag: qHTS for Antagonist of cAMP-regulated guanine nucleotide exchange factor 2 (EPAC2): primary screen; Rap guanine nucleotide exchange factor 4 (Homo sapiens), Q8WZA2; EPAC2 GEF exchange of Rap1B-BODIPY-GDP, fluorescence; Potency, µM (doses to about 114 µM), for the others: at the top dose activity, negative = inhibition, usual class: inhibitors; 360,000 tested, 0.18% active; note: potency is the fitted concentration of half-maximal effect; % is set by controls: 0 for no effect and ±100 for the full control effect; nearly all actives have a fitted effect of over 45% in size; many of its hits are not listed in these tables
Target sequence (Q8WZA2 whole entry, looked up): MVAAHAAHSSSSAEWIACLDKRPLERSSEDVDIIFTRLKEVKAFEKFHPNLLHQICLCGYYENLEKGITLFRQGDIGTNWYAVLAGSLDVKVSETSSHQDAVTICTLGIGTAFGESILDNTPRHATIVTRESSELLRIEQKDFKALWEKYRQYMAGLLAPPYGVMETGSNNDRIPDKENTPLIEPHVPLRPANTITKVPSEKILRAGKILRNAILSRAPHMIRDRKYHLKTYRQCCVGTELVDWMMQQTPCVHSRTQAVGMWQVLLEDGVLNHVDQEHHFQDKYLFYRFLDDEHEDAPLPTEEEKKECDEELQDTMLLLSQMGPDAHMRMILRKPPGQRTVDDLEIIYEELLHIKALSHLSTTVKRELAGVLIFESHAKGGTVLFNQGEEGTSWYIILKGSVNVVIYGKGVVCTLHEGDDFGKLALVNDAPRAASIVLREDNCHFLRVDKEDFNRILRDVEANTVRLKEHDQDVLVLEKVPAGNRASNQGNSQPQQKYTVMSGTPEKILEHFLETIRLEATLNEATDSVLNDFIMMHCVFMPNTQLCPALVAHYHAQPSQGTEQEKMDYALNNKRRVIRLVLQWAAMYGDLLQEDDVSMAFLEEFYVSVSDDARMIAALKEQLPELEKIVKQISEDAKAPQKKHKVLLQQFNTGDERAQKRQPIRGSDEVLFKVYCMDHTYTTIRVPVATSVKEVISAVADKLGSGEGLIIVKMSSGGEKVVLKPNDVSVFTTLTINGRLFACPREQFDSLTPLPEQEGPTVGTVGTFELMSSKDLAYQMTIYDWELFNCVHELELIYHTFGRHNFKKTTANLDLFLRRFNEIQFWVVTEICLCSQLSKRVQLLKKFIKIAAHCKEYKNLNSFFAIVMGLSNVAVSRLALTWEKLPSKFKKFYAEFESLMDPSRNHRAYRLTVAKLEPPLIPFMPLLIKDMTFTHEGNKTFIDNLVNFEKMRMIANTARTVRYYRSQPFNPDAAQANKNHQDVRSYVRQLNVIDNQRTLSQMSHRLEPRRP
pAkt inh: HTS Assay for Inhibitors of Akt Phophorylation: Primary Screen | 360,000 tested, 0.32% active | activity change, % for hits at 50 µM | AID 651550, 2012 | Neuro2A IGF-stimulated pAkt S473 HTRF, 20 min; hits give low values; in the data active = activity change below about -80%; inconclusive = mostly about -51% to -80%; note: % is set by controls: 0 for no effect and ±100 for the full control effect
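Single-point screen (50 µM final compound) in Neuro2A cells stimulated 20 min with 6 nM IGF at 37 deg C. After lysis, Ser473-phosphorylated Akt read by HTRF (ex 330 nm, em 615/665 nm) as the 665/615 ratio.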
TGFb inhibitor: qHTS for Inhibitors of TGF-b | HepG2 CAGA-GFP TGF-b/SMAD3 reporter, GFP fluorescence, 18 h; TGF-beta stimulated, 500 pg/mL final | Potency, µM (series often up to 46.1 µM), without a hit: at the highest dose activity, negative = inhibition, most hits filed as inhibitors | 410,000 tested, 1.2% active; note: potency is the fitted concentration of half-maximal effect; % is set by controls: 0 for no effect and ±100 for the full control effect; nearly all actives have a fitted effect of over 65% in size
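HEPG2 CAGA-GFP reporter cells (1000/well, DMEM with 1% FBS) received compounds, then recombinant TGF-beta at 500 pg/mL final for 18 hours at 37 degrees C. Per-cell GFP summed per well was normalised to unstimulated and stimulated DMSO controls before curve fitting.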
EPAC2 agonist: qHTS for Agonist of cAMP-regulated guanine nucleotide exchange factor 4 (EPAC2): primary screen; Rap guanine nucleotide exchange factor 4 (Homo sapiens), Q8WZA2; EPAC2 activation, biochemical qHTS; response scale: 100% = 6.5 mM cAMP response; Potency, µM (top dose mostly 154 µM), inactives show at the highest dose activation, usual class: activators; 360,000 tested, 0.079% active; note: potency is the fitted concentration of half-maximal effect; nearly all actives have a fitted effect of over 50% in size
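Nucleotide exchange monitored as fluorescence drop when BODIPY-GDP leaves Rap1B. Reaction: 100 nM EPAC2, 250 nM RAP1B-BODIPY-GDP, 50 uM GDP, room temperature, kinetic read over 30 min. Activity expressed relative to 6.5 mM cAMP.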
Nrf2 ARE act: qHTS of Nrf2 Activators. AREc32 ARE-luciferase reporter (MCF7-derived line), luminescence, 24 h. Potency, µM (highest dose often 46.1 µM), inactives show at the highest dose activation, usual class: activators. AID 624171, 2012. 410,000 tested, 0.31% active; note: potency is the fitted concentration of half-maximal effect; % of control where 0% means no effect; nearly all actives have a fitted effect of over 65% in size
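For detection, Steady-Glo was added and plates sat 30 min at RT; before that, AREc32_Fluc cells grown overnight in OPTI-MEM/5% FBS had been treated with 23 nL compound for 24 hr at 37 deg C.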
A549 tox: Nrf2 qHTS screen for inhibitors: counterscreen for cytotoxicity; A549 ARE-Fluc cells, CellTiter-Fluor viability, 18-24 h; Potency, µM (series often up to 46 µM), for inactives: at the highest dose activity change, negative = cytotoxicity, hits mostly inhibitors; 390,000 tested, 0.16% active; note: potency is the fitted concentration of half-maximal effect; % is set by controls: 0 for no effect and ±100 for the full control effect
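A549 ARE-Fluc cells in 5% FBS OPTI-MEM, 5000 cells/well, rested 2 h then exposed to compounds in concentration-response for 18-24 h at 37 °C. Viability by CellTiter-Fluor fluorescence (Ex 405/Em 525) after 30 min; luciferase luminescence (BugLite, 15 min, RT) read afterwards.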
Active calls of the source: *; i = inactive; ? = inconclusive; . = no result given; & = joins results of further samples; [ ] = remark or other dose. Unless noted, calls come from the whole dose curve; as a rule, active = well fitted curve in the direction sought with a large enough effect; inconclusive = small, poorly fitted or top-dose-only effect, or another doubt; inactive = no such curve, though single readings can be large; an effect the other way counts as inactive or inconclusive.

The line under a structure holds: Mm-Cpn inhibitor, Nrf2 inh, CCT chaperon mod, EPAC2 antag, pAkt inh, TGFb inhibitor, EPAC2 agonist, Nrf2 ARE act, A549 tox
COC(=O)CCCC1=CC2=CC(=O)C(C)(OC(=O)c3cccs3)C(=O)C2=CN1CCc1ccccn1 (centres undefined)
→ -4%, -14%, -3.6, 6%, i, 7%, 2%, 0.5%, -19%
O=C(Cn1ncc2ccsc2c1=O)N1CCN(c2ccccc2F)CC1
→ ., -5%, ., ., ., 12%, ., -1.0%, -10%
COc1ccc(C(=O)C2CCN(C(=S)Nc3ccc(F)cc3)CC2)cc1
→ 1%, -22%, -1.9, -10%, i, ?, 9%, 4.8%, 6%
COc1ccccc1NC(=O)C(C)OC(=O)C1CC(=O)N(c2ccc3c(c2)OCCO3)C1 (centres undefined)
→ 2%, 6%, 2.0, 14%, i, -6%, 7%, -0.2%, 5%
COCCNC(=O)CCC(=O)NNc1nc2ccccc2c2nc(C)nn12
→ 0%, ?, 0.8, 26%, i, -35%&-2%, -6%, 14%&-0.5%, 2%&2%
O=S(=O)(NCc1csc(-c2cccnc2)n1)c1cccs1
→ -3%, 1%, -1.2, 15%, i, 9%, 5%, -1.0%, -1%
Cc1cccc(C(CC(=O)NCC2(c3ccccc3)CCCC2)c2ccccc2)c1O (centres undefined)
→ ., 15µM*, ., ., ., ?, ., 4.0%, ?
CCOC(=O)c1ccc(N2C(=O)CC(SCC(N)C(=O)OCC)C2=O)cc1 (centres undefined)
→ 1%, -8%, -4.1, -4%, i, 3%, 4%, 0.4%, 1%
Cc1cc(C)nc(NS(=O)(=O)c2ccc(NC(=O)CCC3COc4ccccc4O3)cc2)n1 (centres undefined)
→ -1%, -21%, -5.2, -5%, i, 18%, 12%, -0.3%, 2%
CC(=O)c1ccc(NC(=O)C2CC(=O)N(Cc3ccccc3)C2)cc1 (centres undefined)
→ 0%, ?, 1.6, 2%, i, -3%, -2%, -0.1%, -8%

Retrieved one by one from the list above:
The line under a structure holds: Mm-Cpn inhibitor, Nrf2 inh, CCT chaperon mod, EPAC2 antag, pAkt inh, TGFb inhibitor, EPAC2 agonist, Nrf2 ARE act, A549 tox
Cc1cc(C)nc(NS(=O)(=O)c2ccc(NC(=O)CCC3COc4ccccc4O3)cc2)n1 (centres undefined)
→ -1%, -21%, -5.2, -5%, i, 18%, 12%, -0.3%, 2%
O=S(=O)(NCc1csc(-c2cccnc2)n1)c1cccs1
→ -3%, 1%, -1.2, 15%, i, 9%, 5%, -1.0%, -1%
COC(=O)CCCC1=CC2=CC(=O)C(C)(OC(=O)c3cccs3)C(=O)C2=CN1CCc1ccccn1 (centres undefined)
→ -4%, -14%, -3.6, 6%, i, 7%, 2%, 0.5%, -19%

Remaining list, next part.
The line under a structure holds: Mm-Cpn inhibitor, Nrf2 inh, CCT chaperon mod, EPAC2 antag, pAkt inh, TGFb inhibitor, EPAC2 agonist, Nrf2 ARE act, A549 tox
Clc1ccc2c(c1)NC(c1ccncc1)=NC(c1cccs1)=N2
→ ., 2%, ., ., ., 3%, ., 11%, 2%
Cc1nc(N)sc1-c1csc(N(C)c2ccc(O)cc2)n1
→ -1%, ?, -2.9, -3%, i, -23%, 10%, 7.1%, -19%
N#Cc1c(N)[nH]c(C(=O)c2ccccc2)c1-c1ccccc1Br
→ ., ., 0.2, -9%, i, ., 17%, -0.3%, .
CCCCNC(=O)C1CCN(Cc2nc(-c3ccc(OC)c(OC)c3)oc2C)CC1
→ ., 20%, ., ., ., 2%, ., 0.5%, -1%
CCn1nnc2cc(C(=O)Nc3cc(OC)cc(OC)c3)ccc21
→ 0%, -2%, -1.0, 9%, i, -14%, -2%, 2.9%, -11%
Cn1cnnc1SCC(=O)Nc1ccc(C#N)cc1
→ ., 3%, ., ., ., -23%, ., -1.2%, -2%
CCN(CC)C(=O)C1=C(C)N(Cc2ccccc2)C(=O)C(CC(=O)NCC2CCCCC2)C1 (centres undefined)
→ ., ., 0.6, -1%, i, -16%, 2%, 2.0%, .
CSc1ncccc1C(=O)NC1CC(C)(C)Cc2c1cnn2-c1ccccc1C (centres undefined)
→ -1%, ?, -1.0, 7%, i, 12%, -7%, 2.8%, -3%
COc1ccc(N(CC(=O)N2CCc3ccccc3C2)S(C)(=O)=O)cc1Cl
→ 2%, -14%, -2.0, -2%, i, -1%, 3%, -0.7%, 0%
O=C(NCc1ccco1)C1CC(c2ccc(Cl)c(Cl)c2)=NO1 (centres undefined)
→ 1%, 0%, 0.7, -2%, i, -21%, 2%, -0.5%, 0%
CN(CC(=O)Nc1ccc(F)c(F)c1F)C(=O)c1ccc(N2CCCC2=O)cc1
→ -1%, -6%, 0.3, 3%, i, -1%, 9%, 0.0%, -5%
Cc1ccc(C)c(CN2C(=O)CSc3ccc(C(=O)NCCc4ccc(Cl)cc4)cc32)c1
→ ., 0%[9.27 µM], ., ., ., -3%, ., -0.9%, 2%
Cc1cc(C)c2c(N)c(S(=O)(=O)c3ccccc3)sc2n1
→ -6%, -9%, -0.5, 5%, i, 2%, -13%, 2.4%, -9%
CCC(=O)Nc1cccc(NC(=O)c2cccc([N+](=O)[O-])c2)c1
→ -2%, -24%, -1.3, -4%, i, 5%, 12%, -0.4%, 2%
COc1ccc(CCNC(=O)[C@@H]2C[C@H]2c2ccccc2)cc1OC
→ 0%, -16%, -3.7, 0%, i, 11%, 10%, -0.2%, 3%
Cc1nc2cc(-c3ccccc3)nn2c(C)c1CCC(=O)Nc1ccc(F)cc1F
→ ., ?, ., ., ., ?, ., -3.0%, -16%
Cc1ccc(CN(C(=O)COc2cccc(Cl)c2)c2ccccn2)o1
→ ., 3%, ., ., ., ?, ., 0.1%, 4%
O=S(=O)(Cc1ccco1)Cc1nc(-c2ccc(Cl)cc2)cs1
→ -4%, -1%, -3.6, -23%, i, -18%, 9%, 17%, 15%
COc1ccc(C2C(C#N)=C(N)OC3=C2C(=O)CCC3)cc1OC (centres undefined)
→ 1%, 10%, 5.8, 6%, i, 1%, 2%, 7.9%, -5%
Cc1cc(=O)c2cc(C(=O)c3ccccc3)ccc2[nH]1
→ -2%, -2%, -3.6, -9%, i, -4%, 4%, -1.2%, 14%
c1ccc(C2(CNc3ccccn3)CCCC2)cc1
→ -1%, -18%, 0.8, 0%, ., 0%, 3%, 0.1%, -4%
Cc1nc(NC(=O)C2CC2)sc1C(=O)Nc1ccccc1Cl
→ -3%, ?, 0.2, 7%, i, -9%, 3%, 7.3%, 3%
CC1CCCC(C)N1CC(C)(C)NS(=O)(=O)c1ccc(Cl)cc1 (centres undefined)
→ 0%, 2%, 0.7, 3%, ., -4%, 0%, -0.3%, -12%
Cc1cc([N+](=O)[O-])ccc1N=Nc1c(N)[nH]n(-c2ccccc2)c1=O
→ -1%, ?, 1.1, 16%, i, 0%, -3%, 28%, 0%
NC(=O)C1CCN(C(=O)CN(C2CCCCC2)S(=O)(=O)c2ccc(F)cc2)CC1
→ 1%, -8%, -2.6, -11%, i, -11%, 2%, -0.6%, -7%
COc1cc([N+](=O)[O-])ccc1NC(=S)Nc1cccc(C(=O)O)c1
→ -3%, 1%, 0.1, 5%, i, 6%, -5%, 4.2%, -16%
Cc1ccc(C)c(Cn2c3ccccc3c3cnn(CC(=O)NCc4ccccc4)c(=O)c32)c1
→ ., 5%, ., ., ., -25%, ., 0.6%, -2%
COc1ccc(-c2cc(C(=O)N3CCCC3)no2)cc1
→ 1%, ?, 0.7, 0%, i, -20%, 1%, -1.8%, -5%
CNC(=O)C1=C(C)NC(=S)NC1c1cccs1 (centres undefined)
→ 1%, 27%, -1.0, 6%, i, 12%, 4%, -0.1%, -1%
Cc1csc2c(C#N)c(=O)c3c(n12)CCC3
→ -12%, ?, -1.3, -1%, i, ?, 5%, -0.5%, 10%
COC(=O)c1cc2c(C(F)(F)F)nn(C)c2s1
→ 0%, 6%, -2.9, 0%, i, -9%, 7%, -1.0%, 1%
CC(CNC(=O)CCC(=O)N1CCOc2ccccc21)c1ccccc1 (centres undefined)
→ 1%, 9%, -0.6, -4%, i, 0%, 7%, 0.0%, 15%
N=c1n(CCN2CCOCC2)c2ccccc2n1CC(=O)c1ccc(Cl)c(Cl)c1
→ ?, ?, 0.4, 0%, i, ?, 12%, 13%, .
COc1ccc(C(C(=O)NC2CCCCC2)N(C(=O)c2ccco2)c2ccccc2C(C)=O)cc1 (centres undefined)
→ 2%, -14%, 2.8, -8%, i, -2%, 1%, -0.2%, 0%
CCc1cccc(CC)c1N(COC)C(=O)Cn1cnc2ccccc21
→ -1%, -8%, 0.0, ?, i, -9%, 8%, 0.1%, -3%
NC(=O)CN(C/C=C/c1ccccc1)C/C=C/c1ccccc1
→ 0%, -1%, -0.2, -4%, i, -16%, 15%, 2.0%, 3%
Cc1ccc(S(=O)(=O)N2[C@@H](c3ccc4c(c3)OCO4)C(C(=O)O)=C[C@H]2C(C)(C)C)cc1
→ 1%, -16%, -2.9, 1%, i, 2%, -4%, -1.1%, -9%
COc1ccc(-c2nnc(SC(C)C(=O)Nc3ccc4c(c3)OCCO4)o2)cc1 (centres undefined)
→ 1%, ?, -0.1, -6%, i, 6%, 6%, 2.3%, 13%
Cc1cc(C)cc(NC(=O)CSc2nnc(-c3ccccc3C)o2)c1
→ -26%, ?, -4.4, 10%, i, -2%, -11%, 0.8%, -19%

An excerpt; count on the stated rates, not on these rows.
